Assay outcomes deposited in PubChem by Sanford-Burnham Center for Chemical Genomics.
SENP8 block-1: SENP8 (human) protease inhibition; Q96LD8; recombinant SENP8, Nedd8 substrate fluorescence; inhibition, % at 20 µM; hit rate 0.64% among 360,000; AID 602440; in the data active = inhibition mostly above about 40%, no sharp cut-off; inactive = mostly below about 27%
SENP7 inh: SENP7 protease inhibition; hit rate 1.5% among 330,000; recombinant SENP7, Z-RLRGG-aminoluciferin luminescence, 40 min; Q9BQF6; inhibition, % at 5 µM;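 active = inhibition above about 50% at the single test dose, limit read from the data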;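 also: plate controls were DMSO with enzyme for no effect and no enzyme buffer wells for full effect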
Target sequence (Q9BQF6 706-1050 limits assumed): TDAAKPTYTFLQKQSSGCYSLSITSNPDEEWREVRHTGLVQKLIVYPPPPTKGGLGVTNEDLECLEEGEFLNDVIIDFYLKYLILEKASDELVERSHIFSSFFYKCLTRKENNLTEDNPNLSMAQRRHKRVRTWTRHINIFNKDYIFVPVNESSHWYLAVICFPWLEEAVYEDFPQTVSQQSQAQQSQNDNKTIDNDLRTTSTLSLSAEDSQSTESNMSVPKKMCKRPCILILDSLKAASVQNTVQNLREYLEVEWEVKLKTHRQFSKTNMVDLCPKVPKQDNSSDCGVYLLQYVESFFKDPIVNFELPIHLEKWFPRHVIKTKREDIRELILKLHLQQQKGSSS
SENP6 inh: blocks the human protease SENP6; inhibition, % at 10 µM; hit rate 1.8% among 330,000; AID 2599; Q9GZR1; Recombinant SENP6 catalytic domain, aminoluciferin luminescence;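 active = inhibition above about 50% at the single tested dose, limit read from the data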;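 also: plate controls were DMSO wells with enzyme for no effect and DMSO wells lacking enzyme for full effect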
Target sequence (Q9GZR1 628-1112 limits assumed): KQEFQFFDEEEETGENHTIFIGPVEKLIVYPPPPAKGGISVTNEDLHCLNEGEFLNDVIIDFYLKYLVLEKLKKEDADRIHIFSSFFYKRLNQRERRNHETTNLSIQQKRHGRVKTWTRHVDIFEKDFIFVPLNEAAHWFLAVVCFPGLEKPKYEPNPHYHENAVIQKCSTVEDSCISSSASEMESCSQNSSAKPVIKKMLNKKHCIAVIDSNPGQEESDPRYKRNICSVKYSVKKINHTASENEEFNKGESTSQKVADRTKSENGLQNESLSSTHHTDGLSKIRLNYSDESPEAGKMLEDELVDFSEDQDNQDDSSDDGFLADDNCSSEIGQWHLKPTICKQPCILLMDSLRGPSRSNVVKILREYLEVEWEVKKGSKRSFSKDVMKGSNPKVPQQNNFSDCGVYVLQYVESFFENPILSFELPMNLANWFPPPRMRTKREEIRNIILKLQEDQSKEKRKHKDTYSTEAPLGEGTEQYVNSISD
SENP8 block-2: inhibitors of human SENP8 protease | purified SENP8, Z-RLRGG-aminoluciferin cleavage, luminescence | inhibition, % at 10 µM | hit rate 1.2% among 330,000 | AID 2540; in the data active = inhibition above about 50%
PfGluPho inh: PfG6PD (Plasmodium falciparum) enzyme inhibition; PfGluPho enzyme, NADPH resazurin-diaphorase fluorescence; inhibition, % at 20 µM; hit rate 0.78% among 350,000; AID 504690;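 active = inhibition reaching at least a set limit at 20 µM in the primary screen, cut at about 59% in these data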;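 also: 0% = DMSO wells with substrate and 100% = DMSO wells lacking glucose-6-phosphate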
Apaf-1 inh: blocks human Apaf-1 apoptosome activity; O14727; reconstituted apoptosome caspase-3 activity, DEVD-Rh110 fluorescence; AID 489030; hit rate 0.71% among 330,000; inhibition, % at 20 µM; active = inhibition of at least 40% at 20 µM;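 also: plate controls were DMSO wells for no effect and DEVD-CHO caspase inhibitor wells for full effect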
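System – cell-free apoptosome with Apaf-1, procaspase-3 and caspase-9 · Buffer or medium – pH 7.5 Hepes buffer with CHAPS, BSA, DTT · Also added – cytochrome c with DEVD-Rh110 · Times – 30 min compound preincubation, 50 min activation, room temperature · Technique – Rh110 fluorescence intensity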
NALP3 yeast inh: inhibitors of NALP3 inflammasome in yeast; Yeast reconstituted NLRP3/ASC/caspase-1, beta-gal luminescence, 24 h; inhibition, % at 10 µM; hit rate 0.39% among 330,000; AID 2825;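 active = inhibition of 50% or more; inactive = inhibition below 50%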;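 also: plate controls were induced DMSO wells for no effect and uninduced yeast grown without galactose for full effect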
SENP1 inh: SENP1 (human) catalytic domain inhibition. AID 624204. inhibition, % at 10 µM. recombinant SENP1 catalytic domain, CyPet-SUMO1-YPet FRET cleavage. hit rate 0.21% among 360,000;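 active = inhibition at least 30% at 10 µM, raw YFP signal under a set limit, fluorescence ratio 0.5 to 1.5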;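 also: 0% = enzyme with DMSO and 100% = no enzyme wells; some results filed as inactive read as strong as hits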
Target sequence (Q9P0U3 419-644 limits assumed): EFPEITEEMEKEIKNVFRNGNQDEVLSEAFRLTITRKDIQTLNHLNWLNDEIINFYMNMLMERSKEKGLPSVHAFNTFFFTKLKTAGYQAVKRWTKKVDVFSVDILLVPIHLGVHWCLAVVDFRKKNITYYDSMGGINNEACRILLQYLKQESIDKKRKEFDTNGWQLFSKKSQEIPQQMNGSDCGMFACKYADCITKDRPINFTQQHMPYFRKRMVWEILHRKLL
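Test system: human SENP1 catalytic domain; medium: Tris pH 8 buffer plus EDTA, NaCl, BME, BSA, NP40, catalase; incubation: 50 min reaction at room temperature; technique: FRET, CFP and YFP emission; controls: no-enzyme low control and enzyme-plus-DMSO high control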
HKDC1 inh: blocks human hexokinase HKDC1 activity. AID 493160. recombinant HKDC1, G6PDH/diaphorase resazurin coupled fluorescence. hit rate 0.16% among 340,000. Q2TB90. inhibition, % at 20 µM;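 active = inhibition above about 35% when tested at 20 µM, limit read from the data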;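 also: plate controls were DMSO wells with enzyme for no effect and DMSO wells lacking enzyme for full effect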
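Material: recombinant HKDC1 hexokinase; Amount: HKDC1 at 5 µg/mL; Medium: Tris pH 8.0 buffer with MgCl2, Tween-20, BSA, BME; Schedule: 90 min reaction incubation at room temperature, dark; Technique: coupled resazurin fluorescence, excitation 525 nm, emission 613 nm.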
* marks the source's active call; other numbers are inactive results; · = no result given; & = joins results of further samples.

Each structure is followed by: SENP8 block-1	SENP7 inh	SENP6 inh	SENP8 block-2	PfGluPho inh	Apaf-1 inh	NALP3 yeast inh	SENP1 inh	HKDC1 inh
- COc1ccc(OC)c(CCNC(=O)CCc2nnc3ccc(N4CCCC4)nn23)c1
 : -15	11	5	-10	-14	-6	-1	1	2
- c1ccc2[nH]cnc2c1
 : 4	10	-10	7	1	0	8	0	-3
- Cc1ccc(-n2nc3c(=O)n(C(C)C(=O)NCCc4cccs4)nc(C)c3c2C)cc1 (stereo unspecified)
 : 5	0	9	-1	16	14	6	0	-4
- COc1ccc(/C(C)=N/NC(=O)c2sccc2-n2cccc2)cc1
 : -22	-1	-2	4	8	-1	14	-1	-8
- CCOC(=O)N1CCN(Cc2nc3ccc([N+](=O)[O-])cc3c(=O)n2-c2cccc(OC)c2)CC1
 : 13	-8	-7	1	19	-9	1	1	0
- CC(C)n1cnnc1SCC(=O)NCC(=O)Nc1ccc(F)cc1
 : 5	15	5	-8	-4	6	10	3	-5
- COc1ccccc1-c1noc(CCC(=O)NC2CCCC2)n1
 : -2	-1	-9	1	5	-11	9	1	9
- C/C(=N\NC(=O)c1ccc2nc[nH]c2c1)c1ccc([N+](=O)[O-])cc1
 : ·	3	-10	3	·	-9	3	·	·
- O=C(CSc1nnc(-c2ccccc2Br)o1)Nc1nncs1
 : 7	5	2	3	-8	-10	12	4	1
- Cc1cc(C(=O)Cn2nnc(-c3ccc(Cl)cc3)n2)c(C)n1-c1ccccc1
 : 11	1	-1	-1	18	14	18	2	8
- CCN(CC)C(=O)c1nc[nH]c1C(=O)N1CCN(c2ccccc2)CC1
 : 15	-6	-1	7	1	-5	6	0	-5
- O=C(Nc1cccc(Br)c1)c1ccc(Cl)c(S(=O)(=O)N2CCOCC2)c1
 : 7	-3	-14	-5	20	12	-1	2	9
- Cc1ccc(C2CC(=O)c3cnn(-c4nc(C)cc(C)n4)c3C2)cc1 (stereo unspecified)
 : 3	4	-1	3	6	6	12	0	-3
- O=C(NCc1ccccc1CN1CCCC1)C1CCN(S(=O)(=O)c2ccc(Cl)cc2)CC1
 : 7	10	4	6	-5	5	0	-1	5
- COc1ccc(-c2nn(-c3ccccc3)cc2/C=C/C(=O)N2CCOCC2)cc1OC
 : -368	1	-6	-6	13	9	2	2	-6
- COc1cc(NC(=O)CCC(=O)N2CCN(S(=O)(=O)c3ccc(C)cc3)CC2)cc(OC)c1
 : 13	·	·	·	-10	·	·	3	-3
- COc1cc(NC(=O)COC(=O)c2cnccn2)c(C)cc1[N+](=O)[O-]
 : 21	1	-8	-5	6	-2	6	1	-4
- O=C(C1CCC(CNc2c(N3CCCCC3)c(=O)c2=O)CC1)N1CCCC1 (stereo unspecified)
 : 28	5	-18	-3	-9	-14	-9	-1	-6
- COc1ccc(-c2nc(CN3CCN(c4cc(C)nc(C)c4)CC3)c(C)o2)c2ccccc12
 : -394	3	-9	-4	-1	8	45	-5	-1
- CCOc1cc(N2CCOCC2)c(OCC)cc1NC(=O)C1CC(=O)N(c2ccc(C)cc2)C1 (stereo unspecified)
 : 10	8	9	0	10	-8	13	1	2

Retrieved by structure from above (four):
Each structure is followed by: SENP8 block-1	SENP7 inh	SENP6 inh	SENP8 block-2	PfGluPho inh	Apaf-1 inh	NALP3 yeast inh	SENP1 inh	HKDC1 inh
- O=C(NCc1ccccc1CN1CCCC1)C1CCN(S(=O)(=O)c2ccc(Cl)cc2)CC1
 : 7	10	4	6	-5	5	0	-1	5
- Cc1ccc(C2CC(=O)c3cnn(-c4nc(C)cc(C)n4)c3C2)cc1 (stereo unspecified)
 : 3	4	-1	3	6	6	12	0	-3
- COc1cc(NC(=O)COC(=O)c2cnccn2)c(C)cc1[N+](=O)[O-]
 : 21	1	-8	-5	6	-2	6	1	-4
- O=C(Nc1cccc(Br)c1)c1ccc(Cl)c(S(=O)(=O)N2CCOCC2)c1
 : 7	-3	-14	-5	20	12	-1	2	9

(next part)
Each structure is followed by: SENP8 block-1	SENP7 inh	SENP6 inh	SENP8 block-2	PfGluPho inh	Apaf-1 inh	NALP3 yeast inh	SENP1 inh	HKDC1 inh
- O=C(Nc1ccc(Br)cc1F)C1CC(=O)N(C2CCCCC2)C1 (stereo unspecified)
 : -6	-5	1	1	7	5	14	0	-4
- COc1ccc(NC(=O)c2nc[nH]c2C(=O)N[C@@H](C)C(=O)OC(C)(C)C)cc1
 : 22	13	13	4	9	27	26	5	-2
- Cc1cccc2c1N(CCCOc1ccccc1)C(=O)C2=O
 : 9	6	1	2	1	21	5	1	19
- CC1(C)Oc2ccc(C(=O)N3CCc4ccccc43)cc2N(CC(=O)N2CCCC2)C1=O
 : 12	1	-3	0	-5	-1	9	0	1
- COc1cc(/C=C/[N+](=O)[O-])ccc1OCc1cccc(C(=O)O)c1
 : ·	24	51*	25	33	9	-6	·	9
- O=C(O)C(Cc1ccc(O)c([N+](=O)[O-])c1)N1C(=O)c2ccccc2C1=O (stereo unspecified)
 : 14	·	·	·	11	·	·	2	-7
- COc1cc(C(=O)NCC(=O)n2nc(C)cc2C)cc(OC)c1OC
 : 4	-4	-18	-8	9	5	2	1	-5
- CC(C)CCSc1nnc(N)s1
 : 15	-15	-18	-12	8	-9	1	1	-2
- CCCCNC(=O)C1Cc2cc(S(=O)(=O)N3CCCCC3)ccc2N1C(C)=O (stereo unspecified)
 : 6	0	5	-3	-1	-9	13	-1	-2
- COc1cccc(-c2ccc(C#N)c(SCC(=O)NCc3ccco3)n2)c1
 : -381	1	4	-5	1	18	13	-20	-7

Marked active in SENP6 inh (from the list above):
molecule	SENP7 inh	SENP6 inh	SENP8 block-2	PfGluPho inh	NALP3 yeast inh	SENP1 inh	HKDC1 inh
COc1cc(/C=C/[N+](=O)[O-])ccc1OCc1cccc(C(=O)O)c1	24	51*	25	33	-6	·	9

(continued)
Each structure is followed by: SENP8 block-1	SENP7 inh	SENP6 inh	SENP8 block-2	PfGluPho inh	Apaf-1 inh	NALP3 yeast inh	SENP1 inh	HKDC1 inh
- COC(=O)CNc1nc(Cl)nc(Nc2ccc(Cl)cc2)n1
 : 6	2	-8	-4	-17	-6	16	2	-3
- O=[N+]([O-])c1ccc(N2CCN(CCO)CC2)cc1Sc1ccccn1
 : 19	0	-2	1	-13	-5	25	1	-9
- Nc1[nH]c2cc([N+](=O)[O-])ccc2c1-c1ccccn1
 : 18	-14	-26	-5	12	16	34	0	5
- CC(=O)c1ccc(NC(=O)c2ccccc2-c2ccccc2C(=O)O)cc1
 : 0	-17	-12	-14	-7	-4	12	0	0
- O=C(Nc1cc(Cl)ccc1O)C1CC(c2ccccc2O)=NO1 (stereo unspecified)
 : 13	4	-12	2	-7	3	29	3	6
- O=C(N/N=C\c1ccccn1)c1ccccc1O
 : -3	-8	-2	-21	-1	-19	-4	0	-8
- Cc1nn2c(C(F)(F)F)c3c(nc2c1-c1ccccc1)CCC3
 : 3	-2	-11	-6	1	8	-10	2	-5
- COc1cccc(CNS(=O)(=O)c2ccc3c(c2)CC(C)N3C(=O)C2CC2)c1 (stereo unspecified)
 : 1	3	0	5	9	6	13	0	-6
- O=C(NCc1cccc(Br)c1)C1CC2Cn3c(nc4ccccc43)C2N1Cc1ccccc1 (stereo unspecified)
 : -10	14	-15	-15	-9	20	24	-3	7
- O=C(NCCCN1CCCC1=O)C1CCN(S(=O)(=O)c2cccc(C(F)(F)F)c2)CC1
 : 12	-9	1	17	-4	23	5	0	-7

Profiles as entered above. Order of values: SENP8 block-1	SENP7 inh	SENP6 inh	SENP8 block-2	PfGluPho inh	Apaf-1 inh	NALP3 yeast inh	SENP1 inh	HKDC1 inh
Listed for O=C(Nc1cc(Cl)ccc1O)C1CC(c2ccccc2O)=NO1 (stereo unspecified) = 13	4	-12	2	-7	3	29	3	6
Listed for CC(=O)c1ccc(NC(=O)c2ccccc2-c2ccccc2C(=O)O)cc1 = 0	-17	-12	-14	-7	-4	12	0	0

Next section
Each structure is followed by: SENP8 block-1	SENP7 inh	SENP6 inh	SENP8 block-2	PfGluPho inh	Apaf-1 inh	NALP3 yeast inh	SENP1 inh	HKDC1 inh
- NNC(=O)c1ccc(COc2ccc(Br)cc2)o1
 : 13	7	9	-10	-16	11	8	2	5
- CC1CCC(NC(=O)C2c3ccccc3C(=O)N2Cc2ccc3c(c2)OCO3)CC1 (stereo unspecified)
 : 26	5	-4	10	-2	3	1	2	-4
- COc1ccccc1OCCSc1nnc(C)n1-c1ccccc1
 : 39	-5	-8	-5	-3	13	14	2	3
- COc1ccc2c(c1)-c1nc(NC(=O)c3ccco3)sc1CC2
 : -154	0	16	-3	41	7	16	-3	27
- COc1c2c(nc3occc13)C(CC=C(C)C)(OC)C(OC(C)=O)CC2 (stereo unspecified)
 : 14	-4	2	-3	-7	9	13	-1	3
- COc1cccc(CNC(=O)C2CCN(S(=O)(=O)c3ccc4c(c3)CCC(=O)N4)CC2)c1
 : 9	-6	-4	-12	-1	5	0	-1	-6
- O=S(=O)(Nc1ccc(Cc2ccncc2)cc1)c1ccc(Cl)c(Cl)c1
 : 11	-3	-14	-8	-24	14	-7	4	3
- COc1ccc(S(=O)(=O)N2CCN(C(=O)[C@H](Cc3ccccc3)NC(=O)c3ccco3)CC2)cc1
 : -7	8	-14	4	3	-10	23	1	6
- CC1=CC(C)(C)NC(=S)N1c1ccc2ccccc2c1
 : -180&-10	3	4	-1	6&-12	-4	26	0&2	-2&3
- COc1cc2[nH]c3ccccc3c2cc1C
 : 1	-5	7	-1	8	-1	28	-1	1
- CCOC(=O)c1ccc(NC(=O)CC2C(=O)N(c3ccc(F)cc3)C(=O)N2CCC(C)C)cc1 (stereo unspecified)
 : 10	-4	-4	5	12	5	2	0	-2
- O=C(CNC(=O)c1ccc(Cl)cc1)NC(CO)c1ccccc1 (stereo unspecified)
 : 12	-1	9	2	-6	5	8	2	-4
- COc1ccc(C2=NN(CC(=O)Nc3ccccc3C)C(=O)CC2)cc1
 : -15	4	-5	4	2	3	4	-14	-4
- CC(C)C[C@H](NC(=O)c1nc[nH]c1C(=O)N[C@@H](CCCCNC(=O)OC(C)(C)C)C(=O)OC(C)(C)C)C(=O)OCc1ccccc1
 : 7	6	-8	-8	22	28	15	0	-2
- COc1ccccc1C(=O)Nc1cc(-c2ccc(C)cc2)no1
 : 12	-5	8	-4	19	17	24	0	4
- CN1C2Cc3c(n(C)c4ccccc34)C1CC=C2CO (stereo unspecified)
 : 10	6	2	-4	2	2	8	0	-6
- COc1cccc(-n2c(C)nc3c(cnn3-c3ccc(C)cc3)c2=O)c1
 : -2	-2	-2	3	-5	0	8	-1	-5
- Cc1cc(C)nc(-n2nc(C)cc2Nc2ccccc2)n1
 : 20	7	-9	-6	2	10	43	3	-6

Limited to SENP8 block-2 and HKDC1 inh, for 3 of the compounds above:
SMILES,SENP8 block-2,HKDC1 inh
c1ccc2[nH]cnc2c1,7,-3
Cc1ccc(-n2nc3c(=O)n(C(C)C(=O)NCCc4cccs4)nc(C)c3c2C)cc1 (stereo unspecified),-1,-4
COc1ccc(/C(C)=N/NC(=O)c2sccc2-n2cccc2)cc1,4,-8
